# Bioassay records deposited in PubChem BioAssay by Broad Institute.
# T cruzi growth = inhibitors of T. cruzi proliferation; T. cruzi beta-gal in NIH3T3, GalScreen luminescence, 90 h; AID 624255; hit rate 5.9% among 77,000; inhibition, % at 8.34 µM;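 active = mean inhibition above about 93%, with at least 55% of replicates each passing it, limit read from the data, passing the limit was not always enough; inconclusive = only one of those two conditions holds; inactive = neither condition holds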
# C diff HTS = C. difficile growth inhibition; growth activity, negative = inhibition, % at 16 µg/mL (by protocol); hit rate 0.25% among 86,000; Clostridium difficile clinical isolate growth, OD600, 24 h; active compounds read low;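 active = mean growth activity at or below -80% and every replicate also at or below -80%; inconclusive = mean at or below -80% but some replicate above -80%; inactive = mean growth activity above -80%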;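 also: 0% = DMSO wells and -100% = levofloxacin 16 µg/mL wells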
# Pf Dd2 growth = inhibitors of Plasmodium falciparum Dd2 growth | hit rate 2.3% among 94,000 | P. falciparum Dd2 growth, SYBR Green, 72 h; active compounds read low | AID 1159554 | activity change, % at 10 µM; in the data active = activity change below about -80%; inconclusive = no clear call, values can overlap the other calls
# KDM4C inh = KDM4C (human) demethylase inhibition; GST-KDM4C 2-372, H3K9me3 peptide, LANCE TR-FRET; inhibition, % at 12.5 µM; hit rate 0.15% among 96,000; AID 720574;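 active = mean replicate inhibition above about 25%, with at least 55% of replicates also reaching it, limit read from the data, passing the limit was not always enough; inconclusive = only one of those two conditions met; inactive = neither condition met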
# Target sequence (Q9H3R0 2-372 limits assumed): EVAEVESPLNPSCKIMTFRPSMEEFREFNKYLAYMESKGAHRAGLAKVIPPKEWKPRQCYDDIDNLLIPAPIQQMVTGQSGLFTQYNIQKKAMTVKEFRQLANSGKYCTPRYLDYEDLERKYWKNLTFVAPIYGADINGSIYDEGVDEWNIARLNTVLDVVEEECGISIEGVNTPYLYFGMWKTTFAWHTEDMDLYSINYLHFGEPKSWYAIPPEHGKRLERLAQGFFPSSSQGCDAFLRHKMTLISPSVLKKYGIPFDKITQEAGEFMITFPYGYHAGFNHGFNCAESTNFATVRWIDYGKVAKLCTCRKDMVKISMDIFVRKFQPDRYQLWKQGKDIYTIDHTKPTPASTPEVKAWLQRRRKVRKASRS
#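 Material: GST-tagged GASC-1 (JMJD2C) catalytic fragment, aa 2-372. Input: enzyme final amount 10 nM. Medium: HEPES buffer, pH 7.5, plus ascorbate. Reagent: H3K9me3 peptide substrate, Fe(II), 2-oxoglutarate. Doses: single dose. Times: reaction 30 min RT, detection step 1 h RT. Measured by: LANCE TR-FRET. Evaluation: Fall in 671/618 emission ratio as inhibition.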
# * hit, by the source's call; ? = inconclusive; nt = no result given; & = joins results of further samples.
SMILES | T cruzi growth | C diff HTS | Pf Dd2 growth | KDM4C inh
CN1[C@@H]2c3ccc(-c4ccncc4)c(=O)n3C[C@@H]2[C@@H](CO)[C@@H]1C(=O)NC1Cc2ccccc2C1 | 16 | -1 | -4 | 2.5
COCCNC(=O)C[C@H]1C[C@H]2c3cc(NC(=O)Cc4ccncc4)ccc3O[C@H]2[C@H](CO)O1 | nt | 1 | 17 | 4.9
Cc1ccc(S(=O)(=O)Nc2ccc3c(c2)C(=O)N([C@@H](C)CO)C[C@H](C)[C@@H](CN(C)C(=O)Cc2ccccc2)OCCCC[C@@H](C)O3)cc1 | ? | nt | -74 | -2.5
C[C@H](CO)N1C[C@H](C)[C@H](CN(C)Cc2ccc(Oc3ccccc3)cc2)Oc2ccc(NC(=O)Cc3ccccc3)cc2C1=O | ? | nt | 7 | 0.6
CO[C@H]1CN(C)C(=O)c2ccc(NC(=O)Nc3ccc(Cl)cc3)cc2OC[C@@H](C)NC[C@H]1C | -29 | nt | nt | 0.3
COc1ccc(S(=O)(=O)N(C)C[C@@H]2Oc3c(NC(=O)NC(C)C)cccc3C(=O)N([C@H](C)CO)C[C@H]2C)cc1 | -7 | -3 | -36 | 2.2
O=C(C[C@H]1C=C[C@H](NC(=O)Nc2cccc(F)c2)[C@@H](CO)O1)NCC1CC1 | nt | -1 | -37 | -3.7
Cc1ccc(-c2ccc3c(c2)O[C@@H](CN(C)C(=O)C2CCCCC2)[C@@H](C)CN([C@H](C)CO)S3(=O)=O)cc1 | 123* | nt | -68 | -2.2
C[C@@H]1CCCCO[C@@H](CN(C)S(=O)(=O)c2ccc(F)cc2)[C@H](C)CN([C@H](C)CO)C(=O)c2cc(NS(=O)(=O)c3ccc(Cl)cc3)ccc2O1 | 95 | 4 | -55 | 0.0
COc1ccc(S(=O)(=O)N2CC[C@@H]3[C@H](CO)N(C)c4ccc(-c5ccccc5F)cc4[C@@H]32)cc1 | 33 | -5 | -29 | 1.1
O=C(C[C@@H]1CC[C@H](NC(=O)c2ccccc2)[C@H](CO)O1)NCc1ccc(Oc2ccccc2)cc1 | -35 | 2 | -22 | -0.5
C/C=C/c1cnc2c(c1)C(=O)N([C@H](C)CO)C[C@@H](C)[C@H](CN(C)C(=O)c1cccnc1)O2 | -3 | 2 | 20 | -1.4
C[C@H](CO)N1C[C@H](C)[C@@H](CN(C)C(=O)Cc2ccccn2)Oc2cc(-c3ccc(C(=O)N(C)C)cc3)ccc2S1(=O)=O | 53 | 1 | -10 | -0.1
CCCNC(=O)N1CC2(C1)[C@H](c1ccccc1)[C@@H](CO)N2Cc1ccccn1 | nt | -5 | -21 | -0.9
CN1C(=O)c2cc(NC(=O)c3cscn3)ccc2OC[C@@H]2O[C@H](CC(=O)N3CCCCC3)CC[C@@H]21 | 46 | 2 | -8 | -0.8
CC(C)NC(=O)Nc1ccc2c(c1)C(=O)N([C@H](C)CO)C[C@H](C)[C@H](CN(C)Cc1ccc(C(=O)O)cc1)OCCCC[C@@H](C)O2 | 29 | -9 | 11 | 1.5
Cc1ccc(-c2ccc3c(c2)O[C@H](CN(C)Cc2cccc(C(=O)O)c2)[C@H](C)CN([C@H](C)CO)S3(=O)=O)cc1 | 10 | -4 | -23 | 8.0
O=C(Nc1ccc(Cl)c(Cl)c1)N[C@H]1CC[C@@H](CCn2cc(C3CCCCC3)nn2)O[C@@H]1CO | 36 | 14 | -6 | -0.9
CO[C@@H]1CN(C)C(=O)c2ccc(NC(=O)C3CC3)cc2OC[C@@H](C)N(C)C[C@@H]1C | nt | nt | 31 | -0.4
C[C@@H]1CN([C@H](C)CO)C(=O)c2cccc(NC(=O)CCCCCC(=O)Nc3ccccc3N)c2O[C@H]1CN(C)Cc1ccc2c(c1)OCO2 | nt | -1 | -90* | -0.2
CCCC(=O)Nc1ccc2c(c1)C(=O)N(C)[C@H]1CC[C@@H](CC(=O)NCc3ccccc3F)O[C@H]1CO2 | -64 | -1 | -14 | 0.5
C[C@H](CO)N1C[C@H](C)[C@H](CN(C)C)Oc2cc(/C=C/c3ccccc3)ccc2S1(=O)=O | 9 | 3 | -24 | 13
C[C@@H]1CN([C@@H](C)CO)C(=O)c2cc(NS(=O)(=O)c3cn(C)cn3)ccc2O[C@@H]1CN(C)C(=O)Nc1ccc(F)cc1 | 16 | nt | 30 | 0.0
C[C@@H]1CN([C@@H](C)CO)C(=O)Cc2cc(NC(=O)C3CC3)ccc2O[C@@H]1CN(C)CC1CC1 | -10 | -2 | 14 | 2.2
C[C@@H]1CN([C@H](C)CO)C(=O)Cc2cc(NC(=O)NC3CCCCC3)ccc2O[C@H]1CN(C)C | nt | 5&-3 | 9 | -0.7
C[C@@H]1CN([C@@H](C)CO)C(=O)c2cc(NC(=O)c3ccncc3)ccc2O[C@H]1CN(C)S(=O)(=O)c1ccc(F)cc1 | 36 | 3 | 0 | -0.6
O=C(NCC[C@H]1CC[C@H](NC(=O)c2cccnc2)[C@@H](CO)O1)Nc1ccc(F)cc1 | -32 | 7 | 6 | 2.1
CCCNC(=O)N1C[C@H](C)[C@@H](OC)CN(C)C(=O)c2ccc(NC(C)=O)cc2OC[C@H]1C | -29 | nt | 5 | 0.4
COc1cccc(CN2CC3(CN(C(=O)Nc4c(C)noc4C)C3)c3c([nH]c4cc(OC)ccc34)[C@H]2CO)c1 | nt | 2 | 0 | 0.4
CCNC(=O)C[C@@H]1CC[C@H]2[C@@H](COC[C@H](O)CN2C(=O)C2CCOCC2)O1 | -22 | -1&-4 | nt | 0.1
O=C(C[C@@H]1C=C[C@H](NC(=O)CC2CC2)[C@H](CO)O1)NCc1ccc(Cl)cc1 | -6 | 10 | -4 | -0.6
CS(=O)(=O)Nc1ccc2c(c1)[C@@H]1C[C@H](CC(=O)NCc3cc(F)ccc3F)O[C@H](CO)[C@@H]1O2 | 9 | -4 | 14 | 2.2
O=C(Nc1ccccc1)N1CCCCN2[C@H](CO)[C@H](c3ccc(C#CC4CC4)cc3)[C@@H]2C1 | 76 | -3 | -5 | -0.2
C[C@H](CO)N1C[C@H](C)[C@@H](CN(C)Cc2ccc(C(=O)O)cc2)Oc2c(NS(=O)(=O)c3ccc(Cl)cc3)cccc2C1=O | 9 | 0 | 38 | 2.1
COCC#Cc1ccc2c(c1)O[C@H](CN(C)Cc1ccc(F)cc1)[C@H](C)CN([C@@H](C)CO)S2(=O)=O | 37 | -3 | -18 | -0.8
C[C@H]1CN([C@@H](C)CO)C(=O)c2c(c3ccccc3n2C)-c2ccccc2CO[C@@H]1CN(C)Cc1ccc(Cl)c(Cl)c1 | nt | 15 | -88* | -11
COc1ccc(S(=O)(=O)Nc2ccc3c(c2)C(=O)N([C@H](C)CO)C[C@@H](C)[C@H](CN(C)C(=O)NC(C)C)OCCCC[C@@H](C)O3)cc1 | -35 | -2 | nt | -0.1
COc1ccc(NC(=O)Nc2ccc3c(c2)C(=O)N([C@H](C)CO)C[C@H](C)[C@H](CN(C)C)OCCCC[C@@H](C)O3)cc1 | 12 | 6 | -12 | nt
O=C(C[C@@H]1CC[C@H](NC(=O)C2CCC2)[C@H](CO)O1)Nc1nccs1 | 15 | 0 | 5 | -0.9
C[C@H](CO)N1C[C@H](C)[C@@H](CN(C)C(=O)C2CCC2)Oc2cc(-c3ccc(C(=O)N(C)C)cc3)ccc2S1(=O)=O | 66 | 1 | -14 | -1.0
O=C(C1CCC1)N1CCCCN2[C@@H](CO)[C@H](c3ccc(C#CC4CCCC4)cc3)[C@@H]2C1 | 98* | 47 | -26 | nt
Cc1cccc(-c2ccc(C3[C@H]4CNC[C@@H]3N4C(=O)Nc3ccccc3Cl)cc2)c1 (some centres not stated) | nt | 6&-3 | 14&-68 | -1.2
C[C@@H]1CN([C@H](C)CO)S(=O)(=O)c2ccc(/C=C/c3ccccc3)cc2O[C@@H]1CN(C)C(=O)c1cccnc1 | 11 | 3 | -14 | 0.1
CC(C)OC(=O)N(C)C[C@H]1OCc2cn(nn2)CCCC(=O)N([C@@H](C)CO)C[C@@H]1C | -2&-25 | nt | 1&-10 | -0.7
C/C=C/c1ccccc1[C@@H]1[C@@H](CO)N(C(C)=O)[C@H]1C#N | nt | 4 | 20 | 15

# Full records as entered above. Screens in order: T cruzi growth, C diff HTS, Pf Dd2 growth, KDM4C inh
# Profile of `COc1ccc(S(=O)(=O)Nc2ccc3c(c2)C(=O)N([C@H](C)CO)C[C@@H](C)[C@H](CN(C)C(=O)NC(C)C)OCCCC[C@@H](C)O3)cc1` → -35, -2, nt, -0.1
# Profile of `O=C(C1CCC1)N1CCCCN2[C@@H](CO)[C@H](c3ccc(C#CC4CCCC4)cc3)[C@@H]2C1` → 98*, 47, -26, nt
# Profile of `Cc1cccc(-c2ccc(C3[C@H]4CNC[C@@H]3N4C(=O)Nc3ccccc3Cl)cc2)c1` (some centres not stated) → nt, 6&-3, 14&-68, -1.2

# Continuation:
SMILES | T cruzi growth | C diff HTS | Pf Dd2 growth | KDM4C inh
C[C@@H]1CN([C@H](C)CO)S(=O)(=O)c2ccc(C3=CCCCC3)cc2O[C@H]1CN(C)C(=O)Cc1cccnc1 | 31&33 | -4&-3 | -19&-25 | -0.9
O=C(c1cccnc1)N1C[C@H]2[C@@H](c3ccccc31)[C@H](CO)N2Cc1ccc2c(c1)OCO2 | 35 | 6 | 1 | -0.2
N#C[C@@H]1[C@@H](c2ccc(C3=CCCCC3)cc2)[C@@H](CO)N1C(=O)NC1CCCC1 | nt | -7 | -44 | 2.2
CO[C@H]1CN(C)C(=O)c2ccc(NC(=O)C3CC3)cc2OC[C@H](C)NC[C@@H]1C | nt | 3 | -12 | 0.3
C[C@@H]1CN([C@@H](C)CO)S(=O)(=O)c2ccc(C#Cc3ccccc3F)cc2O[C@H]1CN(C)C(=O)c1ccc2c(c1)OCO2 | nt | 10 | -85* | 1.0
CN(C)CC(=O)Nc1ccc2c(c1)[C@@H]1C[C@H](CC(=O)NCCN3CCCCC3)O[C@H](CO)[C@@H]1O2 | nt | 0 | 35 | -4.3
CCCNC(=O)[C@@H]1[C@@H](CO)[C@@H]2Cn3c(ccc(-c4ccccc4OC)c3=O)[C@H]1N2C(=O)NCCC | 78 | 0 | 20 | -1.4
COCCN(C[C@@H]1N[C@@H](CO)[C@H]1c1ccc(-c2ccc(F)cc2)cc1)C(C)=O | -26 | -7 | -4 | -0.2
C[C@H](CO)N1C[C@H](C)[C@@H](CN(C)S(=O)(=O)c2ccc(Cl)cc2)Oc2c(NS(=O)(=O)c3cccs3)cccc2C1=O | 21 | 3 | 3 | -0.7
COc1ccc(NC(=O)Nc2cccc3c2O[C@H](CN(C)C(=O)Nc2ccc(OC)cc2)[C@@H](C)CN([C@@H](C)CO)C3=O)cc1 | 0 | -6 | 1 | 4.7
CNC[C@H]1Oc2c(cccc2N(C)C)C(=O)N([C@H](C)CO)C[C@@H]1C | 48 | 3 | 14 | 0.1
CC(C)NC(=O)Nc1ccc2c(c1)C(=O)N([C@@H](C)CO)C[C@@H](C)[C@@H](CN(C)CC1CC1)OCCCC[C@@H](C)O2 | 64 | 0 | -20 | 1.9
COc1cccc(S(=O)(=O)N2CCCCN3[C@H](C2)[C@H](c2ccc(-c4cccnc4)cc2)[C@@H]3CO)c1 | 105* | -7 | -58 | -1.4
COc1ccc(NC(=O)N(C)C[C@H]2OCCCC[C@H](C)Oc3ccc(NS(=O)(=O)c4cn(C)cn4)cc3C(=O)N([C@@H](C)CO)C[C@H]2C)cc1 | -10 | -5 | 25 | -3.5
CCC(=O)N1[C@@H]2c3cccc(=O)n3C[C@H]1[C@H](CO)[C@H]2C(=O)NC1CCCCC1 | 50 | -2 | 6 | 0.1
CCCN(C)C[C@H]1OCCCC[C@H](C)Oc2ccc(NS(=O)(=O)c3ccc(F)cc3)cc2C(=O)N([C@@H](C)CO)C[C@@H]1C | 72 | 12 | -85* | -0.9
CN1C(=O)c2cc(NC(=O)c3ccc(F)cc3)ccc2OC[C@@H]2O[C@H](CC(=O)NC3CCC3)CC[C@@H]21 | 11 | -7 | -4 | 2.0
C[C@H](CO)N1C[C@H](C)[C@H](CN(C)Cc2ccc(C(F)(F)F)cc2)OCCCC[C@H](C)Oc2ccc(NC(=O)CCCN(C)C)cc2C1=O | 76 | 12 | -86* | 1.7
CNC[C@@H]1Oc2ccc(NC(=O)Nc3ccc4c(c3)OCO4)cc2CC(=O)N([C@H](C)CO)C[C@@H]1C | -29 | -1 | 3 | -0.5
Cc1ccc(S(=O)(=O)N(C)C[C@H]2OCCCC[C@@H](C)Oc3ccc(NC(=O)CCC(F)(F)F)cc3C(=O)N([C@@H](C)CO)C[C@@H]2C)cc1 | nt | nt | -73 | 0.4
CCN1[C@H](C(=O)NCCCN(C)C)[C@@H](CO)[C@@H]2Cn3c(ccc(-c4ccccc4OC)c3=O)[C@@H]21 | nt | -2 | -17 | 0.5
C[C@@H]1CCCCO[C@@H](CN(C)S(=O)(=O)c2cn(C)cn2)[C@H](C)CN([C@H](C)CO)C(=O)c2cc(NS(=O)(=O)c3ccc(Cl)cc3)ccc2O1 | -2 | 1 | -32 | 1.2
COc1ccc(C#Cc2ccc([C@H]3[C@H]4CN(C(=O)c5ccncc5)CC(=O)N4[C@H]3CO)cc2)cc1 | nt | -14 | 8 | -3.1
